Apaf-1 inh = inhibitors of human Apaf-1 apoptosome, primary screen, biochemical, DEVD-Rh110 fluorescence, uHTS; Apoptotic protease-activating factor 1 (Homo sapiens), O14727; reconstituted apoptosome caspase-3 activity; inhibition, % at 20 µM; 0.71% of 330,000 active; AID 489030, 2010; active = inhibition of at least 40% at 20 µM;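 note: plate controls were DMSO wells for no effect and DEVD-CHO caspase inhibitor wells for full effect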
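Material: reconstituted apoptosome with Apaf-1, cytochrome c, caspase-9, procaspase-3, dATP / Buffer or medium: pH 7.5 Hepes buffer with CHAPS, BSA, DTT / Also added: cytochrome c with DEVD-Rh110 / Schedule: compound with Apaf-1, dATP, procaspase-3 30 min, then 50 min reaction, room temperature / Technique: rhodamine 110 fluorescence at Ex 480/Em 540 nm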
SENP6 block = SENP6 protease inhibitors, primary screen, biochemical, luminescence, uHTS | inhibition, % at 10 µM | AID 2599, 2010 | 1.8% of 330,000 active | Sentrin-specific protease 6 (Homo sapiens), Q9GZR1 | Recombinant SENP6 catalytic domain, aminoluciferin luminescence;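 active = inhibition above about 50% at the single tested dose, limit read from the data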;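 note: plate controls were DMSO wells with enzyme for no effect and DMSO wells lacking enzyme for full effect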
Target sequence (Q9GZR1 628-1112 limits assumed): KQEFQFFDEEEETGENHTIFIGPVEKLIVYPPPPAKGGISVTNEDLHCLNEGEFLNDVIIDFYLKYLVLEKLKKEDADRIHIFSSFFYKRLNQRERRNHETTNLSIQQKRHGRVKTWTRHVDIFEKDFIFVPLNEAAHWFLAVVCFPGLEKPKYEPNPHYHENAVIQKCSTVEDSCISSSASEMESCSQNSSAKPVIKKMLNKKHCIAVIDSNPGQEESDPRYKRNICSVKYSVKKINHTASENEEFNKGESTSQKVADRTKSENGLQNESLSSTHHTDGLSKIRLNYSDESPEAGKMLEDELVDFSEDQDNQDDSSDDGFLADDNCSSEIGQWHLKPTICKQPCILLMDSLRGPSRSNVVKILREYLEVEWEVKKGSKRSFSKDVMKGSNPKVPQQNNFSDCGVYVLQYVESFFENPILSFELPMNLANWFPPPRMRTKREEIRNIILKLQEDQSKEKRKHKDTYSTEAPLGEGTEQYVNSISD
HKDC1 inh = HKDC1 hexokinase inhibitors, primary screen, biochemical, fluorescence, uHTS. Q2TB90. recombinant HKDC1, G6PDH/diaphorase resazurin coupled fluorescence. inhibition, % at 20 µM. 0.16% of 340,000 active;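 active = inhibition above about 35% when tested at 20 µM, limit read from the data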;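 note: plate controls were DMSO wells with enzyme for no effect and DMSO wells lacking enzyme for full effect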
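Assay system – recombinant HKDC1 (HK5) hexokinase enzyme, produced in-house · Input – HKDC1 at 5 µg/mL · Reagent – glucose plus 1 mM ATP as hexokinase substrates · Timing – 90 min reaction incubation at room temperature, dark · Measured by – G6PDH/diaphorase-coupled fluorescence, 1 mM NADP, 100 µM resazurin, 525/613 nm · Benchmarks – DMSO-enzyme wells negative, buffer-substituted wells positive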
NLRP3 yeast inh = NALP3 inflammasome inhibitors in reconstituted yeast, primary screen, luminescence, uHTS | Yeast reconstituted NLRP3/ASC/caspase-1, beta-gal luminescence, 24 h | 0.39% of 330,000 active | AID 2825, 2010 | inhibition, % at 10 µM;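 active = inhibition of 50% or more; inactive = inhibition below 50%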;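 note: plate controls were induced DMSO wells for no effect and uninduced yeast grown without galactose for full effect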
SENP8 block-1 = human SENP8 protease inhibitors, primary screen, biochemical, fluorescence, Nedd8 protein substrate, uHTS | Sentrin-specific protease 8 (Homo sapiens), Q96LD8 | recombinant SENP8 | AID 602440, 2012 | inhibition, % at 20 µM | 0.64% of 360,000 active; in the data active = inhibition mostly above about 40%, no sharp cut-off; inactive = mostly below about 27%
Target sequence (Q96LD8 whole entry, looked up): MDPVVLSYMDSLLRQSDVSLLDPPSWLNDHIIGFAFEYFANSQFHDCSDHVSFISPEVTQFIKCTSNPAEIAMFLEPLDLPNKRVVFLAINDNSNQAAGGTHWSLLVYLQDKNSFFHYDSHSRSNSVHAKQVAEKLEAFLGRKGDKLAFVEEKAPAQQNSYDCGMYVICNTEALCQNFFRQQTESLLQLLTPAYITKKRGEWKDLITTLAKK
PfGluPho inh = PfG6PD enzyme inhibitors, primary screen, biochemical, fluorescence intensity, uHTS; inhibition, % at 20 µM; glucose-6-phosphate dehydrogenase-6-phosphogluconolactonase (Plasmodium falciparum 3D7); AID 504690, 2011; PfGluPho enzyme, NADPH resazurin-diaphorase fluorescence; 0.78% of 350,000 active;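 active = inhibition reaching at least a set limit at 20 µM in the primary screen, cut at about 59% in these data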;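 note: 0% = DMSO wells with substrate and 100% = DMSO wells lacking glucose-6-phosphate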
SENP1 FRET inh = human SENP1 catalytic domain inhibitors, primary screen, biochemical, FRET, uHTS; Sentrin-specific protease 1 (Homo sapiens), Q9P0U3; recombinant SENP1 catalytic domain, CyPet-SUMO1-YPet FRET cleavage; inhibition, % at 10 µM; 0.21% of 360,000 active;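 active = inhibition at least 30% at 10 µM, raw YFP signal under a set limit, fluorescence ratio 0.5 to 1.5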;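 note: 0% = enzyme with DMSO and 100% = no enzyme wells; some results filed as inactive read as strong as hits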
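Compound: 10 µM single point, 0.5% DMSO; Test system: hSENP1 catalytic domain, recombinant; Timing: 50 min reaction at room temperature; Technique: FRET, CFP and YFP emission; Control set: no-enzyme wells low, DMSO-plus-enzyme wells high control.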
SENP7 inh = SENP7 protease inhibitors, primary screen, biochemical, luminescence, uHTS. recombinant SENP7, Z-RLRGG-aminoluciferin luminescence, 40 min. inhibition, % at 5 µM. 1.5% of 330,000 active;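 active = inhibition above about 50% at the single test dose, limit read from the data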;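 note: plate controls were DMSO with enzyme for no effect and no enzyme buffer wells for full effect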
Target sequence (Q9BQF6 706-1050 limits assumed): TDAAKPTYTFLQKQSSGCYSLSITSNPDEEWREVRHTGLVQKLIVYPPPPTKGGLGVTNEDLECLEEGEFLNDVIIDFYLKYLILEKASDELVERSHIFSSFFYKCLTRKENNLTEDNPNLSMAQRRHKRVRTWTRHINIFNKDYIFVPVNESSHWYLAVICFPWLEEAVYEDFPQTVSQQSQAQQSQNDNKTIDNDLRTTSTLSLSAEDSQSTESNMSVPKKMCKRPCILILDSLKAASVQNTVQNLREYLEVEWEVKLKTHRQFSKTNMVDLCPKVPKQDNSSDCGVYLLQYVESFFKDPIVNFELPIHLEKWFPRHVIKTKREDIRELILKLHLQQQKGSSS
SENP8 block-2 = SENP8 protease inhibitors, primary screen, biochemical, luminescence; purified SENP8, Z-RLRGG-aminoluciferin cleavage; inhibition, % at 10 µM; 1.2% of 330,000 active; AID 2540, 2010; in the data active = inhibition above about 50%
Starred values were filed as active, the others as inactive; i = inactive; nt = no result given.

SMILES | Apaf-1 inh | SENP6 block | HKDC1 inh | NLRP3 yeast inh | SENP8 block-1 | PfGluPho inh | SENP1 FRET inh | SENP7 inh | SENP8 block-2
COc1ccc(CCNC(=O)C(=O)Nc2ccc3c(c2)OCCO3)cc1OC | -19 | 9 | 0 | 2 | 0 | -4 | -2 | 0 | -5
O=C1c2ccccc2C(O)N1CCN1CCOCC1 (stereo not given) | 4 | 8 | -3 | 20 | 6 | -5 | 2 | 0 | 1
COc1ccc(N2CCN(C(=O)CN(c3ccc(OC)cc3)S(=O)(=O)c3ccccc3)CC2)cc1 | 9 | -7 | 3 | 3 | -4 | -2 | 3 | -6 | -4
CC(C)NC(=O)c1ccc(N(Cc2ccccc2)S(C)(=O)=O)cc1 | -18 | 4 | -1 | 8 | 16 | -11 | -2 | 4 | 0
C[C@@H](C(=O)N1CCNCC1)n1cc(CCCN=C(N)N)nn1 | 2 | 7 | 2 | 5 | 23 | -17 | 2 | 1 | 1
COC(=O)c1ccc(NC(=O)CN(c2ccc(C)cc2)S(=O)(=O)c2c(C)n[nH]c2C)cc1 | 6 | 6 | -2 | 18 | 18 | 3 | 1 | 3 | -2
Cc1cccc(N(C(=O)Cn2nnc3ccccc32)C(C(=O)NCc2ccco2)c2ccncc2)c1 (stereo not given) | -47 | 2 | -6 | 15 | 11 | 0 | 0 | 13 | -11
COCCn1c(CN2CC(C)CC(C)C2)nc2c1c(=O)n(C)c(=O)n2C (stereo not given) | 1 | -13 | -3 | -4 | 17 | 1 | 6 | 6 | 3
O=C(NC(=S)NC1CCC(O)CC1)c1ccco1 (stereo not given) | -11 | -4 | -2 | -2 | 10 | 1 | 0 | -12 | 7
CC(=O)Nc1cccc(C(=O)Nc2ccc(S(=O)(=O)N3CCCCC3)cc2)c1 | 8 | 5 | -3 | 6 | 20 | -3 | 0 | 0 | 4
CCC1S/C(=N\S(=O)(=O)c2cccs2)N(C2CCCCC2)C1=O (stereo not given) | 13 | -2 | -2 | 13 | 15 | -13 | 4 | 9 | -4
COc1ccccc1C(=O)C1CCCN(C(=O)c2cc(CC(C)C)nc(C)n2)C1 (stereo not given) | -6 | -1 | -3 | 30 | 0 | 2 | 1 | -1 | 1
Cc1cc(NC(=O)c2ccc3c(c2)OCO3)ccc1NC(=O)c1ccco1 | -6 | 91* | -7 | 13 | 21 | 15 | 0 | 92* | 91*
O=C(CN(CC1CCCO1)C(=O)c1nsc(Cl)c1Cl)NC1CCCC1 (stereo not given) | -10 | 5 | -4 | -6 | -1 | -5 | 1 | -6 | 3
CCCCn1c(N)c(N(CC(C)C)C(=O)c2ccc(-c3ccc(C(C)=O)cc3)o2)c(=O)[nH]c1=O | 5 | 3 | -11 | 21 | -188 | -9 | -21 | 3 | 2
CNC(=O)CCCc1nc(-c2ccccc2Cl)no1 | -4 | -1 | 0 | 13 | 13 | -1 | -1 | -11 | -12
Cc1ccc2c(c1)N(C(=O)CCC(=O)Nc1ccccc1Br)CC(C)O2 (stereo not given) | 15 | 1 | 0 | 28 | 9 | 5 | -1 | -3 | 0
CCOc1ccc(NC(=O)CN(C)C(=O)c2cc(S(=O)(=O)N3CCCCC3)ccc2C)cc1OCC | 3 | -4 | 2 | 2 | -4 | 6 | -1 | -11 | 1
O=C(NCc1cccnc1)c1ccc(COc2ccc(Cl)cc2)cc1 | 17 | -17 | -9 | 10 | 7 | 7 | 1 | -17 | -12
Cc1cc(=O)oc2cc(O[C@@H]3O[C@H](CO)[C@H](O)[C@H](O)[C@H]3O)ccc12 | 1 | -19 | -4 | 12 | -31 | -4 | 1 | 0 | 2
CCOc1cc(NC(=S)NCCCN2CCOCC2)c(OCC)cc1NC(=O)c1cccc(F)c1 | -9 | 6 | -5 | 1 | 9 | 8 | 1 | -2 | 5
Cc1ccc(S(=O)(=O)/N=C2\CN(C)C(=O)N2C)cc1 | -2 | -16 | -2 | -1 | 14 | -9 | 0 | -6 | -13
COc1ccc(S(=O)(=O)Nc2cc(C(=O)NCCCN3CCOCC3)ccc2N2CCOCC2)cc1 | 6 | -1 | -5 | 8 | -3 | -7 | 22 | 8 | -1
O=C(Cn1c(CCCO)nc2ccccc21)Nc1ccccc1-c1ccccc1 | 14 | -12 | -6 | 6 | 10 | -10 | -9 | -3 | -13
Cc1cc(C)c(C#N)c(SCSCc2ccccc2)n1 | 9 | 8 | -2 | 15 | 9 | 14 | -2 | 3 | 1
Additional structures.
SMILES | Apaf-1 inh | SENP6 block | HKDC1 inh | NLRP3 yeast inh | SENP8 block-1 | PfGluPho inh | SENP1 FRET inh | SENP7 inh | SENP8 block-2
C(=N\N1CCN(Cc2ccccc2)CC1)/c1ccc(-c2ccccc2)cc1 | 5 | -9 | -3 | 38 | 14 | 0 | 0 | 8 | -5
COc1ccc(CCNS(=O)(=O)c2csc(C(N)=O)c2)cc1OC | 1 | 5 | -2 | 4 | 5 | -11 | 3 | -2 | -2
Cc1cc(-c2sccc2C)nc(-n2cccc2)n1 | 18 | 9 | -3 | -14 | -33 | 1 | 3 | 6 | 2
CN1CCN(CC(=O)c2cc(C(C)(C)C)c(O)c(C(C)(C)C)c2)CC1 | 4 | 5 | -6 | -15 | 11 | 10 | -3 | 6 | 5
CCN(C(=O)COC(=O)/C(C#N)=C/c1ccc(N(C)C)cc1)C1CCS(=O)(=O)C1 (stereo not given) | 6 | 9 | -2 | 21 | -36 | 4 | -35 | -14 | -16
COc1cc(/C=C(\C#N)c2nc3ccc(C)cc3[nH]2)cc([N+](=O)[O-])c1O | nt | nt | 41* | nt | 10 | 14 | -24 | nt | nt
O=C(Nc1ccc(N2CCCCC2)cc1)c1cccnc1 | -3 | 5 | 0 | 4 | 39 | 9 | 3 | 0 | -10
CCN(CC)CCNC(=O)c1ccc(NC(=O)CC(NC(=O)c2ccccc2Cl)c2ccccc2)cc1 (stereo not given) | 7 | 0 | 4 | 7 | 9 | 6 | 0 | 5 | 3
C=CCn1c(SCc2ccc(F)cc2)nc2c1c(=O)[nH]c(=O)n2C | 11 | 1 | 2 | 0 | -2 | 16 | 1 | -9 | -5
CCOC(=O)Nc1cc2c(cc1[N+](=O)[O-])-c1ccccc1C2=O | nt | nt | -2 | nt | 16 | 17 | 18 | nt | nt
N=C(N)SCc1ccccn1 | 8 | 2 | -7 | -2 | 9 | 22 | -1 | 5 | -10
O=C1CN(Cc2ccccc2)CC(=O)N1 | nt | nt | 2 | nt | 8 | -1 | 0 | nt | nt
CC(CNC(=O)CCS(=O)(=O)c1cc2c(cc1Cl)NC(=O)CO2)c1ccccc1 (stereo not given) | 6 | -7 | -2 | 14 | -2 | 7 | 1 | 3 | -8
CSc1ccc(/C=C/C(=O)OCC(=O)NC2CC2)cc1 | 5 | -3 | -2 | 13 | i | 2 | -1 | 8 | 0
CCc1ccccc1NC(=O)C1CCN(c2cnccn2)CC1 | -8 | 22 | -6 | 18 | -210 | -13 | 3 | 3 | 5
O=[N+]([O-])c1ccc(CSCc2ccc([N+](=O)[O-])cc2)cc1 | nt | nt | -3 | nt | 12 | -7 | 1 | nt | nt
Cc1cccc(Nc2nnc(SC(C)C(=O)NC3CC3)s2)c1 (stereo not given) | 3 | -2 | -4 | 3 | 15 | -1 | 0 | 3 | 0
Cn1c2ccc(F)cc2c2ncn(Cc3ccco3)c(=O)c21 | -12 | 4 | 3 | 10 | -186 | -2 | -2 | 3 | 2
Cc1ccc(NC(=O)C2CCCN(S(=O)(=O)c3c(C)noc3C)C2)c(Br)c1 (stereo not given) | 11 | 5 | -9 | 19 | 10 | -1 | 0 | -18 | -7
Cc1cc(C(=O)NC2CCCCC2)on1 | -25 | 8 | -6 | 24 | 15 | -16 | 1 | -1 | 1
O=C1C2CCCN2C(c2cccs2)N1c1ccc(F)cc1 (stereo not given) | -9 | -7 | -4 | -6 | 7 | 1 | -20 | -7 | -1
O=S(=O)(c1ccccc1)N1CCCc2ccccc21 | -3 | -28 | nt | -13 | nt | nt | nt | 7 | -12
COc1ccc(/C(O)=C2\C(=O)C(=O)N(CCN(C)C)C2c2cccc(OC)c2OC)cc1Cl (stereo not given) | 4 | 1 | -1 | 0 | -19 | 0 | 2 | 0 | -1
Cc1cccc(CN2CCN(CC(C)C)C(CCO)C2)n1 (stereo not given) | -6 | 19 | -1 | 12 | 19 | 2 | -3 | 5 | 7
O=C(NCCCCCCNC(=O)c1ccncc1)c1ccncc1 | 4 | 3 | -3 | 16 | 3 | -5 | -2 | 4 | -9

Shown as tab-separated lines: entries from further up.
molecule	Apaf-1 inh	SENP6 block	HKDC1 inh	NLRP3 yeast inh	SENP8 block-1	PfGluPho inh	SENP1 FRET inh	SENP7 inh	SENP8 block-2
CCOC(=O)Nc1cc2c(cc1[N+](=O)[O-])-c1ccccc1C2=O	nt	nt	-2	nt	16	17	18	nt	nt
O=[N+]([O-])c1ccc(CSCc2ccc([N+](=O)[O-])cc2)cc1	nt	nt	-3	nt	12	-7	1	nt	nt
CCN(CC)CCNC(=O)c1ccc(NC(=O)CC(NC(=O)c2ccccc2Cl)c2ccccc2)cc1 (stereo not given)	7	0	4	7	9	6	0	5	3

Going on with the list:
SMILES | Apaf-1 inh | SENP6 block | HKDC1 inh | NLRP3 yeast inh | SENP8 block-1 | PfGluPho inh | SENP1 FRET inh | SENP7 inh | SENP8 block-2
COc1cccc(CNC(=O)C2CCN(S(=O)(=O)c3ccc4c(c3)CC(C)N4C(C)=O)CC2)c1 (stereo not given) | 1 | -6 | -2 | 10 | 6 | 1 | -9 | 6 | 1
Cn1cc(SCC(=O)N2CCOCC2)c2ccccc21 | 8 | -16 | -3 | 10 | 9 | 11 | -1 | 0 | 0
O=C(Nc1ccc2c(c1)OCO2)Nc1cnccn1 | 0 | -16 | 12 | 10 | -8 | 19 | 1 | -5 | -15
COc1ccc(CNC(=O)C2CCCN(C(=O)Nc3ccc(OC)cc3)C2)cc1 (stereo not given) | 0 | 2 | 8 | -4 | 6 | -9 | 1 | 7 | -1
O=C(COC(=O)CCN1C(=O)c2cccc([N+](=O)[O-])c2C1=O)NCc1ccccc1 | 9 | -11 | -10 | 5 | 28 | -3 | 0 | 7 | -3
C=CCSC(=C(C#N)C#N)c1cc2c([nH]1)CCCC2 | 5 | 5 | 8 | 34 | 16 | 1 | -77 | 1 | 5
FC(F)(F)c1ccc(N/N=C/c2cccnc2)nc1 | 7 | -15 | 4 | 3 | 3 | 22 | 3 | -3 | 3
COc1ccc(O)c(C(c2c(C)[nH][nH]c2=O)c2c(C)[nH][nH]c2=O)c1 | 67* | 15 | -8 | 4 | 76* | 43 | 6 | 4 | 11

Screening results (PubChem)

No enrichment for hits; overall some 4.1% were active at least once.
